FLuc inh counter = inhibits firefly luciferase, flagging false hits in luciferase inhibition screens. AID 1006. ATPLite firefly luciferase biochemical luminescence, 10 min. hit rate 1.5% among 200,000. P08659. inhibition, % at 10 µM;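 active = inhibition above about 50% when tested at 10 µM, limit read from the data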
Target sequence (P08659 whole entry, looked up): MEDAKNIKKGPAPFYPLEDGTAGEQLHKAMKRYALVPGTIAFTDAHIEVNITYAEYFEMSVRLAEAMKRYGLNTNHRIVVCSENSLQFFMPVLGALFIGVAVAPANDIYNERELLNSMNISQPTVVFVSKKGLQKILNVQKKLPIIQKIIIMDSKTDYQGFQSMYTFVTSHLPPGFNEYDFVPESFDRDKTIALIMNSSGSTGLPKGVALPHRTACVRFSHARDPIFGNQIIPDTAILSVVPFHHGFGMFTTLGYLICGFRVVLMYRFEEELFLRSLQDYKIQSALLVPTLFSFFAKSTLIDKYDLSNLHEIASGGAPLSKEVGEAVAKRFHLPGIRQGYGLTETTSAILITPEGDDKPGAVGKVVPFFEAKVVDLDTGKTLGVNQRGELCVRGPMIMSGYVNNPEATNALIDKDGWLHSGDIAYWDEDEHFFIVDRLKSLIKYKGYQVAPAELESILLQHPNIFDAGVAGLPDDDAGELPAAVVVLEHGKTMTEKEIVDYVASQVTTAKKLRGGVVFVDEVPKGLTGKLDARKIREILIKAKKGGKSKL
APP 5UTR inh = APP translation inhibition; SH-SY5Y APP 5'UTR-luciferase reporter, luminescence; inhibition, % at 2 µM; hit rate 0.82% among 190,000;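 active = inhibition above a set limit, derived from the sample mean plus 3 SD, cut at about 45% in these data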; also: values of inactives mirror those of a sister screen read the other way
RAM network inh = inhibitors of the yeast RAM network. S. cerevisiae dse1pr::URA3 reporter, 5-FOA growth OD615, 2 d; analog-sensitive cbk1-as2 kinase mutant strain. inhibition, % at 50 µM. hit rate 1.8% among 190,000;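 active = inhibition above a set limit, 3 SD over mean compound inhibition, cut at about 8.4% in these data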;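 also: 0% = DMSO-only wells with no growth and 100% = 10 µM 1-NA-PP1 full growth; inhibition rescues growth on 5-FOA so higher OD means more RAM inhibition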
STAT3 activator = increases IL-6 driven STAT3 reporter signal; activation (% of control), % at 5.6 µM; hit rate 0.91% among 190,000; U3A cells, IL-6 STAT3-luciferase reporter, luminescence; 100% = signal with IL-6 EC80 alone;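 active = activation above the screen-wide mean of compound activation plus 3 SD, cut at about 130% in these data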;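 also: 0% = background luminescence of wells with medium and substrate only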
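Material: human U3A cells carrying STAT3-luciferase construct. Measured by: reporter luminescence signal. Timing: compound 1 h, then IL-6 6 h at 37 °C.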
STAT3 blocker = STAT3 signaling inhibition; U3A cells, IL-6 STAT3-luciferase reporter, luminescence; host cell line lacks STAT1; inhibition, % at 5.5 µM; hit rate 0.89% among 190,000; AID 862;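 active = inhibition above the mean inhibition across all screened compounds plus 3 SD, cut at about 44% in these data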;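 also: 0% = DMSO only wells and 100% = 100 µM nifuroxazide control wells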
Hsp70 act = Hsp70 transcriptional activation, primary screen; AID 1203; hit rate 0.04% among 200,000; activation, % at 10 µM; HeLa Hsp70 promoter luciferase reporter, luminescence; scaled: vehicle 0, proteasome-inhibitor control 100%;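 active = activation above the mean across all tested compounds plus 3 SD, cutoff set per campaign, cut at about 5.5% in these data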;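 also: 100% = MG132 at 30 µM as the positive control and 0% = DMSO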
APP 5'UTR act = activates APP 5'UTR luciferase reporter | SH-SY5Y APP 5'UTR luciferase reporter, luminescence; zero percent = DMSO vehicle wells | AID 1276 | activation, % at 2 µM | hit rate 1% among 190,000;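 active = activation above a set limit, based on mean plus 3 SD of controls, cut at about 140% in these data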; also: values of inactives mirror those of a sister screen read the other way
STAT1 blocker = inhibitors of IFN-gamma induced STAT1 signaling | inhibition, % at 5.5 µM | hit rate 0.35% among 200,000 | NIH 3T3 STAT1-luciferase reporter, luminescence | AID 920;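 active = inhibition above a set limit, the mean inhibition across all tested compounds plus 3 SD, cut at about 34% in these data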;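 also: 0% = IFN-gamma with DMSO and 100% = IFN-gamma with 300 µM nifuroxazide; values of inactives mirror those of a sister screen read the other way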
NF-kB expr up = raises NF-kB expression in human neuronal cells; hit rate 1.6% among 190,000; AID 1239; NF-kB reporter expression; active compounds read high; fold change at 12.5 µM; in the data active = fold change above about 3.3
STAT1 act = activators of IFN-gamma induced STAT1 signaling | activation (% of control), % at 5.5 µM | hit rate 2.6% among 200,000 | NIH 3T3 STAT1-luciferase reporter, luminescence; 100% = IFN-gamma alone, no compound | AID 932;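 active = activation above the screen-wide mean activation plus 3 SD, cut at about 130% in these data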;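 also: raw ratio to IFN-gamma control signal so 100% means no change and 0% no light; values of inactives mirror those of a sister screen read the other way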
The depositor's hits bear a star; nt = not tested or not shown. This is a random part of the collection; 7.7% or so of the library scored in one or more.

Screens in order: FLuc inh counter	APP 5UTR inh	RAM network inh	STAT3 activator	STAT3 blocker	Hsp70 act	APP 5'UTR act	STAT1 blocker	NF-kB expr up	STAT1 act
CC(C)C[C@H](NC(=O)c1nc[nH]c1C(=O)N(C)Cc1ccccc1)C(=O)OCc1ccccc1
    -0.9	-16.5	1.8	nt	nt	0.1	16.5	5.8	0.63	96.0
Cc1noc(NS(=O)(=O)c2ccc(N/C=C/C(=O)c3ccncc3)cc2)c1C
    -5.3	1.2	5.5	104.6	0.5	0.1	-1.2	-8.4	1.03	107.7
CCC(C)(C(=O)NC1CCCC1)N(C(=O)c1ccccn1)c1ccc(C)cc1 (stereo not drawn)
    -6.7	nt	1.4	98.5	1.9	0.1	nt	-2.2	1.17	100.6
COCCNc1nc2nonc2nc1N1CCC(N(C)C)C1 (stereo not drawn)
    -0.9	7.7	-0.9	92.7	13.9	-0.2	-7.7	3.6	1.16	96.5
CCOC(=O)c1ccccc1-c1csc(N)n1
    -6.1	-8.8	0.8	98.9	6.0	-0.1	8.8	5.0	1.05	92.6
Cc1cc2ccccc2c(=O)n1CC(=O)NCC(=O)N1CCN(c2ccccc2)CC1
    2.5	-9.8	0.1	95.8	8.9	-0.1	9.8	-0.1	0.96	100.1
COc1cccc(C(=O)NNC(=O)Cc2cccs2)c1
    -3.3	-6.3	0.6	106.7	-6.5	-0.2	6.3	5.0	1.12	94.4
Nc1nc(-c2ccccn2)nc(N)c1Cc1ccc(Cl)cc1Cl
    6.4	21.1	1.7	115.0	-15.8	1.3	-21.1	-8.7	0.64	107.6
CN(c1ccccc1C(=O)N1CCCC1)S(C)(=O)=O
    -6.7	10.3	1.9	99.1	4.9	-0.1	-10.3	9.1	1.23	91.7
COc1ccc(CCNC(=O)CSc2nnnn2-c2ccccc2)cc1
    -2.6	47.6*	-0.1	105.1	0.5	-0.4	-35.0	2.7	0.99	96.4
O=C(NCc1ccccc1)c1ccccc1Br
    15.9	-1.3	-0.2	99.3	3.3	0.0	1.3	3.9	1.12	95.7
CC(C)NCC(O)COC1CCC(C(C)(C)C)CC1 (stereo not drawn)
    0.5	-12.8	0.2	102.2	6.2	0.1	12.8	6.2	1.07	92.5
CCOC(=O)Cc1csc(NC(=O)c2cc(=O)c3ccccc3o2)n1
    23.9	-15.7	-0.8	102.9	6.1	0.1	15.7	-2.1	1.43	102.1
COc1ccc(NC(=O)c2cccc(S(=O)(=O)Nc3ccc(Br)cc3)c2)cn1
    -2.1	-0.9	2.0	81.4	20.9	-0.6	0.9	16.1	0.78	85.4
COC(=O)c1sc2nc(N3CCCCC3)c3c(c2c1N)CC(C)(C)N(C)C3
    nt	-13.0	nt	96.6	7.2	-0.2	13.0	1.3	nt	98.8
c1ccc(-c2cc3c(N4CCCC4)ncnc3s2)cc1
    0.1	-12.4	1.0	96.7	8.0	-0.3	12.4	-19.1	0.94	117.4
O=C1CN(C(=O)COc2ncnc3ccccc23)c2ccccc2N1
    1.9	-17.8	2.7	107.9	-5.8	0.1	17.8	3.3	1.03	96.9
Clc1ccc(COn2c(-c3ccc(Cl)cc3Cl)nc3ncccc32)cc1
    -4.2	0.3	-1.9	90.8	11.0	0.0	-0.3	3.7	0.77	96.7
CCCOc1cccc(-c2cc(-c3n[nH]c(=S)n3CC)c3ccccc3n2)c1
    -1.8	-17.0	3.4	103.0	6.1	0.1	17.0	0.2	1.12	102.3
Cn1c(=O)[nH]c(=O)c2c1nc(Br)n2CCSc1nc2ccccc2o1
    15.1	0.5	3.7	93.7	11.2	-0.3	-0.5	3.4	0.76	96.9

More results.
Screens in order: FLuc inh counter	APP 5UTR inh	RAM network inh	STAT3 activator	STAT3 blocker	Hsp70 act	APP 5'UTR act	STAT1 blocker	NF-kB expr up	STAT1 act
Cc1occc1-c1nnc(SCC(=O)N2CCc3ccccc32)o1
    -0.9	1.0	4.0	99.1	3.9	-0.5	-1.0	-4.9	1.4	104.6
C=CCn1c(CCCNC(=O)CCC)nc2ccccc21
    -1.8	14.1	0.9	106.7	-4.8	0.6	-14.1	3.5	1.15	96.8
O=C(NCc1cccnc1)C1CC(=O)N(C2CCCCC2)C1 (stereo not drawn)
    -1.3	nt	-0.4	100.9	5.0	-0.4	nt	0.2	0.98	99.8
CC(C)CNC(=O)CC(=O)N/N=C/c1cccs1
    -1.2	10.0	1.7	107.3	-10.7	-0.3	-10.0	-0.2	1.33	100.3
CN1CCN(c2cc(=O)n(Cc3ccc(F)cc3)c(=O)[nH]2)CC1
    -4.5	-5.8	0.5	103.6	4.5	-0.3	5.8	-3.9	1.34	103.5
Nc1cc(-c2ccco2)no1
    nt	-12.2	0.0	103.4	-0.9	-0.3	12.2	-16.9	1.4	115.4
CCC(=O)N1CCN(c2ccccc2NC(=O)Cc2ccccc2)CC1
    -1.1	-16.1	2.2	116.3	-15.1	-0.1	16.1	0.6	1.17	99.5
COc1ccc(CC(=O)Nc2c3c(nn2C(C)(C)C)CS(=O)C3)cc1 (stereo not drawn)
    -3.0	10.2	0.1	98.2	7.1	-0.4	-10.2	-12.7	1.24	111.5
CN1/C(=C/C(=O)c2ccc(Cl)cc2)Sc2cc3c(cc21)OCO3
    10.9	-79.3	2.7	95.6	6.2	-0.1	79.2	-20.1	1.26	118.0
COc1ccc(OCC(O)CN2CCCCCC2)cc1 (stereo not drawn)
    -7.4	-12.9	3.0	102.5	-2.0	-0.3	12.9	-1.1	1.22	101.0
Cn1c(=O)c2c(nc(NCCc3ccccc3)n2CC(=O)NCCc2ccccc2)n(C)c1=O
    -5.8	19.5	2.4	104.8	-4.3	-0.7	-19.5	-1.7	0.81	99.7
COC(=O)C1C(c2ccc(N(C)C)cc2)C(C(=O)OC)S(=O)(=O)CS1(=O)=O (stereo not drawn)
    -3.3	3.2	3.4	104.1	2.5	0.1	-3.2	-1.7	1.03	99.7
CCOC(=O)c1c(C)c(C(=O)O)n(C)c1C
    -7.2	7.3	0.9	105.8	-1.5	-0.1	-7.3	8.6	1.03	92.2
COc1ccccc1C(=O)NNC(=O)c1ccccc1F
    26.8	-60.2	1.9	132.6	-41.7	0.0	60.2	-42.6	2.13	137.9*
COc1ccc(/C=N/N=C2/C(=O)Nc3ccccc32)cc1O
    45.8	-3.7	2.6	88.9	17.9	-0.5	3.7	-5.8	1.1	102.6
C=CCN(C#N)c1nc(OC)nc(N2CCCC2)n1
    -6.4	6.0	-0.1	87.6	18.3	-0.1	-6.0	13.9	2.11	87.3
Cc1c(NC(=O)c2cccc(F)c2)c(=O)n(-c2ccccc2)n1C
    -1.2	7.4	-0.7	91.4	13.1	-0.4	-7.4	3.9	1.06	96.4
CCC1=C/C(=C\c2ccc3c(c2)OCO3)C(=O)S1
    32.6	-1.2	5.4	108.5	-4.5	-0.1	1.2	-8.8	1.06	108.0
CCCNC(=O)C1CCN(S(=O)(=O)c2c(C)noc2/C=C\c2ccc(OC)cc2)CC1
    -6.0	-3.3	3.8	100.1	4.7	-0.5	3.3	1.7	1.08	98.5
Cc1ccc(NC(=O)C(NC2CCCc3ccccc32)c2ccccc2)cc1Cl (stereo not drawn)
    -2.8	4.2	2.8	98.2	-0.1	0.0	-4.2	10.2	1.02	90.9

Going on with the list:
Screens in order: FLuc inh counter	APP 5UTR inh	RAM network inh	STAT3 activator	STAT3 blocker	Hsp70 act	APP 5'UTR act	STAT1 blocker	NF-kB expr up	STAT1 act
Cc1cccc(-n2c(C)cc(C(=S)N3CCOCC3)c2C)c1C
    -3.3	15.0	1.3	86.7	17.5	-0.2	-15.0	12.7	1.15	87.2
O=C(OCCNc1nc(-c2ccccc2)nc2ccccc12)c1ccncc1
    -3.3	-6.6	1.8	99.5	4.6	-0.2	6.6	9.8	0.85	90.5
CC(C)CCC(O)(CCC(C)C)C(=O)NN1CCCCC1
    -2.5	0.1	-0.4	93.9	7.6	-0.3	-0.1	1.0	1.14	99.1
C=CCn1c(/N=C/c2ccc3c(c2)OCO3)nc2ccccc21
    71.6*	-2.1	0.7	101.6	-0.6	-0.1	2.1	-7.2	0.99	104.9
CCNc1ccc(S(=O)(=O)N(C)C)cc1NCC(=O)Nc1ccccc1Cl
    -8.3	9.6	0.7	105.7	-5.3	-0.3	-9.6	9.7	1.01	90.8
CCCN1CCC(NC(=O)CCc2nnc(-c3ccccc3)o2)CC1
    -7.5	-5.1	-0.5	104.4	-0.6	0.0	5.1	-8.2	1.42	106.0
CCN1CCN(C(=S)Nc2ccsc2C(=O)OC)CC1
    1.6	-17.7	0.1	91.5	17.5	-0.2	17.7	-7.0	1.06	104.4
O=C(NNC(=O)C1CCN(Cc2ccccc2)CC1)c1cccc(Cl)c1
    0.0	-8.1	-0.6	97.3	9.0	-0.1	8.1	4.5	1.03	95.9
Cc1ccccc1OCCNC(=O)CNC(=O)c1ccccc1O
    -3.5	23.6	0.7	106.4	-5.0	0.1	-23.6	5.9	1.11	94.5
O=S(=O)(c1cc(Cl)ccc1Cl)N1CCNCC1
    -8.3	-2.8	0.9	104.8	1.5	-0.4	2.8	2.5	1.06	97.7
COc1ccccc1C(=O)Nc1ccc(Oc2nnc(-c3ccc(C)cc3)c3ccccc23)cc1
    -2.2	-3.4	2.2	96.3	3.0	-0.2	3.4	-0.9	0.59	100.8
CCOC(=O)Nc1ccccc1N1C(=O)c2ccccc2C1=O
    -0.2	-3.4	0.4	99.5	7.1	-0.2	3.4	6.2	0.92	95.3
Cc1ccc2oc(=O)c3cnn(CC(=O)N4CCCCC4C)c3c2c1 (stereo not drawn)
    0.6	-23.8	-0.1	97.4	3.4	-0.6	23.8	-2.1	1.08	102.8
O=C(c1ccc2c(c1)OCO2)[C@@H]1[C@@H]2C(=O)N(C3CCCCC3)C(=O)[C@@H]2C2c3ccccc3C=CN21 (stereo partly drawn)
    -1.1	8.7	4.5	113.0	-9.6	-0.6	-8.7	5.5	0.79	95.0
COCCNc1nc2ccccc2nc1NS(=O)(=O)c1ccc(C)cc1C
    -6.5	-6.1	3.4	98.3	6.5	-0.1	6.1	3.7	1.01	96.6
Cc1ccc(S(N)(=O)=O)cc1NC(=O)/C=C/c1ccc2c(c1)OCO2
    35.3	-6.7	3.4	100.2	3.2	0.0	6.7	3.5	1.32	95.6
CCOC(=O)c1nnn(-c2nonc2N)c1-c1ccc(Br)cc1
    -8.7	23.1	1.2	98.2	7.0	-0.3	-23.1	5.8	1.62	96.0
CN(C)S(=O)(=O)c1ccc(NC(=O)Cn2c(-c3ccccc3)noc2=O)cc1
    -4.3	-7.6	0.1	102.0	3.4	-0.4	7.6	0.1	0.95	99.9
CCCCNC(=O)[C@H](CSCc1ccccc1)N1Cc2ccccc2C1=O
    0.0	-11.5	1.6	101.8	-2.2	-0.2	11.5	11.1	1.04	89.9
Cc1cc2nnc(SCC(=O)N3CCOCC3)n2c2ccccc12
    -4.1	-3.4	1.6	100.0	2.4	-0.3	3.4	-4.3	1.16	103.3
O=C(NCc1cccnc1)NC1(c2ccccc2)CC1
    -5.2	-8.0	0.0	102.4	5.8	-0.1	8.0	0.0	1.14	100.0
NC(=O)c1ccc(-n2nnnc2SCc2ccc(F)cc2)cc1
    -1.7	10.4	2.0	104.6	-2.1	-0.3	-10.3	-1.8	0.97	101.6

Screening data deposited in PubChem by several laboratories.
